HTR2A ag – mouse HTR2A agonism via beta-arrestin recruitment | CHO-K1 mHTR2A beta-arrestin complementation, luminescence; percent of 30 µM serotonin response | activation, % at 7.6 µM | 360,000 compounds, 0.66% hits | AID 624169;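 active = activation above a run cutoff, the mean activation of all tested compounds plus 3 SD, cut at about 14% in these data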;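 note: 0% = plate median of compound wells and 100% = 30 µM serotonin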
aDG glyco act – alpha-DG glycosylation activation | Pro5-aDG cells, alpha-DG glycosylation AlphaScreen (IIH6); 0% Pro5, 100% B10-LARGE cell signal | activation, % at 10 µM | 360,000 compounds, 0.22% hits;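 active = activation of at least 8% versus controls, or a plate z-score of at least 8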;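 note: Pro5 are CHO cells carrying HIG-tagged alpha-DG that lacks glycosylation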
PDI inh – PDI (human) enzyme inhibition. P07237. PDI insulin aggregation turbidity, A650, 90 min. inhibition, % at 10 µM. 350,000 compounds, 0.052% hits. AID 588391;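 active = mean inhibition across replicates of 30% or more, whatever share of single replicates reach that level; inconclusive = mean inhibition below 30% while every single replicate reaches 30%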;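 note: absorbance from insulin aggregation driven by PDI reduction with DTT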
Cardio protect – modulators protecting cardiomyocytes from myocardial damage; H9c2 cardiomyocytes, H2O2 injury protection, ATPLite, 2 h; protection from H2O2 cell death, % at 20 µM; 360,000 compounds, 0.63% hits;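 active = compounds giving at least 50% protection of heart cells from peroxide-induced death in the single-dose screen, raw or plate-pattern-corrected value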;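 note: 0% = DMSO wells with peroxide and 100% = DMSO wells without peroxide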
MC4R barr agon – activates human MC4R beta-arrestin recruitment; P32245; activation, % at 8.9 µM; U2OS MC4R beta-arrestin complementation, luminescence; percent of melanotan II response, DMSO zero; 360,000 compounds, 0.98% hits; AID 540308;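 active = activation above a per-plate cutoff, the mean activation of sample wells on that plate plus 3 SD, cut at about 8% in these data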
ABCB6 inh MLPCN – human ABCB6 transporter inhibition | Q9NP58 | K562-ABCB6 porphyrin accumulation, flow cytometry, 1 h; active compounds read low | fluorescence ratio to DMSO, % at 10 µM | AID 602162 | 360,000 compounds, 0.19% hits;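 active = fluorescence ratio to DMSO below 75%, the collection mean minus 3 SD; inconclusive = too few cells collected in the well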;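 note: signal is porphyrin accumulated inside mitochondria; 100% equals median channel fluorescence of DMSO control wells; lower ratio means ABCB6 inhibition with less porphyrin fluorescence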
Target sequence (Q9NP58 whole entry, looked up): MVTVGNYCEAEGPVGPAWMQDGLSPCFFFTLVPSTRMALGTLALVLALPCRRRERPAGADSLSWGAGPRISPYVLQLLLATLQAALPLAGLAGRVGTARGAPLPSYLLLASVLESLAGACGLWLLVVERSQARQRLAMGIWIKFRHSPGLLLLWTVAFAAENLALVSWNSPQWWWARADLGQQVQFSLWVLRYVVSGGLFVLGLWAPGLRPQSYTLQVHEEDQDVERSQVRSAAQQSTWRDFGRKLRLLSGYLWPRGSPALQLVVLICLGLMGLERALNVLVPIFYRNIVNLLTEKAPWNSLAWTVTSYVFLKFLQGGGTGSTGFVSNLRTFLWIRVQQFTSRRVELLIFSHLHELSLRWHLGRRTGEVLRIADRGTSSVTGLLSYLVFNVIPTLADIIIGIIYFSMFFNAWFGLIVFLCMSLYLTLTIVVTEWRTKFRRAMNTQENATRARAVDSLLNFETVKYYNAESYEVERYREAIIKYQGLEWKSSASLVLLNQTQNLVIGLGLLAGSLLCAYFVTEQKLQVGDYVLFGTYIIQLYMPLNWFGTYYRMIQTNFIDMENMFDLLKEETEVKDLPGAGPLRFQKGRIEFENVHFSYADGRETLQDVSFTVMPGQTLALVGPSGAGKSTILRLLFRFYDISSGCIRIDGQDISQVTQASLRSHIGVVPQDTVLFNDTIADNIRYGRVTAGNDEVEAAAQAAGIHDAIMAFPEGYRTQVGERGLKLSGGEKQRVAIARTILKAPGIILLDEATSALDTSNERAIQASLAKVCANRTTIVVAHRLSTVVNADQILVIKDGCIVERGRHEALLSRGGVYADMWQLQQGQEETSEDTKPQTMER
N-glyco inh – blocks N-linked glycosylation in D54 reporter cells; D54 ERlucT glycosylation luciferase reporter, 24 h; percent of 100 nM tunicamycin response; reporter increase, % at 12.5 µM; 360,000 compounds, 0.23% hits;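 active = mean luciferase reporter signal, scaled so untreated is 0 and the glycosylation-blocking control 100, at or above a set limit in every replicate; inconclusive = mean reaches the limit but not every replicate does; inactive = mean below the limit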;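 note: luciferase carries N-glycosylation sites so blocking glycosylation raises the light; 0% = median of neutral control wells and 100% = median of 100 nM tunicamycin wells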
MC4R antagonist – antagonists of human melanocortin 4 receptor (MC4R) | P32245 | MC4R-expressing cells, MTII-stimulated cAMP, LANCE TR-FRET | inhibition, % at 6.5 µM | 360,000 compounds, 0.48% hits | AID 540295;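 active = inhibition above its plate's cutoff, the mean of tested wells on that plate plus 3 SD, cut at about 29% in these data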;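 note: 0% = Melanotan II alone and 100% = Melanotan II plus saturating MCL0020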
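Material – human MC4R-expressing U2OS cells · Repeats – no replicates · Detection – TR-FRET with Eu-cAMP and labeled anti-cAMP, 671 nm · Times – compound 30 min, challenge 1 h, detection 1 h · Compound – single nominal compound dose of 6.5 µM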
Vif imaging – HIV Vif inhibition. HEK293T cells, Vif self-association by quenched fluorescence, imaging, 24 h. inhibition, % at 7.49 µM. 340,000 compounds, 0.35% hits. AID 602346; in the data active = inhibition above about 50%, passing the limit was not always enough; inconclusive = no clear call, values can overlap the other calls; inactive = below about 31%; note: some results filed as inactive read as strong as hits
CaV13 ICDI inh – Primary screen for inhibitors of IQ motif and Ca2+-dependent inactivation inhibitor domain binding in CACNA1D, Förster resonance energy transfer in living cells, …; AID 743397; 340,000 compounds, 0.098% hits; HEK cells, CFP/YFP FRET ICDI-IQ, plate reader, 10 min; percent FRET-ratio fall versus neutral wells; inhibition, % at 12.3 µM;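 active = mean replicate inhibition of at least 30% and at least 1% of replicates passing that level; inconclusive = only one of the two criteria is met; inactive = neither criterion is met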;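 note: 0% = median of the neutral control wells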
Starred values were filed as active, the others as inactive; ? = inconclusive; · = not tested or not shown.

The line under a structure holds: HTR2A ag	aDG glyco act	PDI inh	Cardio protect	MC4R barr agon	ABCB6 inh MLPCN	N-glyco inh	MC4R antagonist	Vif imaging	CaV13 ICDI inh
> NC(=O)C1=C(N)c2ccccc2C1c1ccccc1 (centres undefined)
 : 5	-0.3	2	0	1.1	100	2	7	-4	-12
> COc1ccccc1CC(=O)Nc1ccc(OC)c(OC)c1
 : 4	0.0	-3	10	-1.8	103	1	3	-2	·
> Cn1c(C(=O)N2CCCC(C(=O)NCCN3CCOCC3)C2)cc2sccc21 (centres undefined)
 : 2	-0.1	-12	-1	-1.2	98	2	8	-2	-10
> CCn1c(CCNS(=O)(=O)c2ccccc2Br)nnc1SC
 : 3	0.0	3	-5	0.8	86	1	16	54*	-2
> OC(COCC(F)(F)C(F)(F)C(F)(F)C(F)F)Cn1c2ccc(Cl)cc2c2cc(Cl)ccc21 (centres undefined)
 : -1	1.7	0	-20	-2.1	95	-11	4	-4	·
> COCCNC(=S)N1CCC(c2nc(-c3ccc(N(C)C)cc3)no2)CC1
 : -6	0.4	0	-13	-1.2	99	1	23	-8	-5
> Cc1ccc(S(=O)(=O)Oc2ccc3c(c2)O/C(=C\c2cccnc2)C3=O)cc1
 : -1	0.3	-4	-1	-2.2	95	3	2	·	·
> COc1cc(-c2nnc3n2CCCCC3)cc(OC)c1OC
 : -5	0.1	-1	1	-1.7	97	2	12	1	-17
> CC(C)CC(c1nnnn1CCc1ccccc1)N1CCN(C(=O)c2ccco2)CC1 (centres undefined)
 : 0	0.0	0	-2	-0.1	112	1	11	·	·
> O=C(Nc1cc2c(cc1C(=O)O)OCCCO2)c1ccc(F)cc1F
 : 6	-0.1	-43	-4	-0.4	96	2	2	7	-4
> CCN(CC(=O)Nc1c(F)cccc1F)C(=O)c1ccc(=O)n(Cc2ccccc2)n1
 : -4	0.0	4	4	-3.3	98	2	2	-9	-3
> CC1(C)CC2CC(C)(CN2CC(O)COc2ccccc2)C1 (centres undefined)
 : 3	0.0	-8	2	0.3	94	1	1	-3	-6
> O=c1[nH]c(C(F)(F)F)nc2ccc3ccccc3c12
 : -7	0.0	2	-5	-2.4	98	1	10	8	-5
> Cc1ccc(Cn2ncc3c(N4CCN(C5CCCC5)CC4)ncnc32)cc1
 : -6	-0.1	-1	1	-1.9	98	-4	5	2	-2
> O=C(Cn1c2ccc(F)cc2c2nc3n(c(=O)c21)CCS3)Nc1ccccc1C(F)(F)F
 : 0	-0.2	-1	1	0.7	100	-1	10	3	-2
> COC(=O)C1C/C(=N/NS(=O)(=O)c2ccc(C)cc2)CS1 (centres undefined)
 : -1	0.2	0	3	-1.2	97	2	-7	-6	-3
> Cc1cc(C)c(O)c(-c2cc(C(=O)Nc3ccc(S(=O)(=O)N4CCOCC4)cc3)[nH]n2)c1
 : -5	1.1	1	-15	-3.3	89	2	9	-19	-4
> Cc1cc(=O)[nH]c(N/N=C/c2sccc2C)n1
 : 4	0.0	10	3	0.8	105	1	-1	-5	-14
> CCC(=O)NC(=S)Nc1ccc(NC(=O)c2cccc([N+](=O)[O-])c2C)cc1
 : -4	0.3	3	-7	-0.2	98	-4	10	0	-5
> CCOC(=O)C1=C(C)NC(=O)NC1c1ccc(-c2ccccc2F)o1 (centres undefined)
 : 11	-0.5	5	-3	-0.5	98	3	2	-10	-18
> CN(CC(=O)Nc1cccc(F)c1)C(=O)c1ccc(COc2ccccc2)cc1
 : -1	0.2	-6	-10	-0.2	94	-2	-6	-23	-15
> COC(=O)CCCN1C(=O)NC(c2ccc(-c3ccccc3)cc2)C(C(=O)OCc2ccccc2)=C1C (centres undefined)
 : -2	-0.1	8	-13	12*	98	-2	6	·	-10
> Cc1ccccc1NC(=O)C1CC(=O)N(Cc2ccccc2)C1 (centres undefined)
 : 2	-0.1	-2	1	-1.5	141	0	0	15	-3
> CCN(CC)c1ccc(/C=N/NC(=O)c2cccc(S(=O)(=O)Nc3ccccc3OC)c2)c(O)c1
 : -4	1.1	12	41	-2.6	101	-11	4	-4	-4
> O=C(NC1CCC(O)CC1)c1ccc(S(=O)(=O)NCc2ccco2)cc1 (centres undefined)
 : 2	-0.1	-4	-12	-1.5	105	-1	1	17	-5
> CN(C)C(CNC(=O)C1CCN(S(=O)(=O)c2cccc(C(F)(F)F)c2)CC1)c1ccccc1 (centres undefined)
 : -6	0.0	6	-1	4.0	85	-4	-4	2	-4
> C/C(=N\NC(=O)c1cccnc1)c1cc2ccccc2o1
 : 2	-0.2	1	-1	-2.4	104	1	9	·	-4
> Cc1ccc2[nH]c(=O)c(CN(CC3CCCO3)C(=O)c3ccncc3)cc2c1 (centres undefined)
 : 8	-0.1	7	4	1.5	107	4	-4	3	·
> CC1(C)Cc2ccccc2C(=C(C#N)C#N)N1
 : 1	0.1	7	9	-1.4	94	3	-2	5	-4
> CC1(C)Cc2nc3sc(C(N)=O)c(N)c3cc2CO1
 : 1	-0.1	-3	-6	-0.7	102	2	17	4	-3
> CC(=O)Nc1nnc(SCc2ccc(C(=O)Nc3ccccc3F)cc2)s1
 : 6	0.1	3	-3	-1.1	104	-3	4	2	-7
> Nc1c(C(=O)CSc2nccn2-c2ccc(Cl)cc2)c(=O)[nH]c(=O)n1C1CC1
 : 0	-0.2	3	-1	-1.1	95	2	3	-3	-6
> Cc1ccccc1C(=O)NCC(c1ccco1)N1CCc2ccccc21 (centres undefined)
 : -5	1.0	3	0	-0.7	97	0	5	-27	-6
> COc1ccc(CN2C(=O)c3cccnc3C2=O)cc1S(=O)(=O)NC(C)C
 : -2	-0.1	-10	0	-0.5	100	1	8	-13	-18
> CCNC(=S)N(CCc1ccc(OC)c(OC)c1)Cc1cc2cc(OC)ccc2[nH]c1=O
 : 1	-0.1	-1	12	-2.9	97	1	10	9	-6
> CC(C)(C)c1ccc(OCc2ccc(C(=O)Nc3cccnc3)o2)cc1
 : -3	0.3	6	-8	2.2	88	29*	2	-7	-7
> COc1cccc(NC(=O)C2(C)CCN2C(=O)C2CCCCC2)c1 (centres undefined)
 : -5	-0.3	2	2	0.4	101	1	-5	·	-6
> COc1ccc([C@H]2CN(c3ccccc3)C(=O)[C@@H]2CC(=O)Nc2ccccc2)cc1
 : -2	-0.1	4	7	2.2	99	-5	5	-15	-10
> NC(Cc1ccccc1)c1csc(Nc2ccc(C(=O)c3ccccc3)cc2)n1 (centres undefined)
 : 8	-0.2	1	-11	2.6	93	-6	14	-5	-6
> CN(C(=O)COC(=O)Cc1c(Cl)cccc1Cl)C1CCS(=O)(=O)C1 (centres undefined)
 : -4	-0.2	3	9	0.1	99	2	2	23	-5
> O=C1CN(c2nc(-c3cccnc3)nc3sc4c(c23)CCCC4)CCN1
 : 5	-0.6	-5	24	-0.9	96	9	-11	0	-2
> O=C1NC[C@H](Cc2ccccc2)N(C[C@H]2CCCN2C[C@H](Cc2ccccc2)N2C[C@H](Cc3ccc(O)cc3)N(CC3CCCCCC3)C(=O)C2=O)C1=O
 : 4	0.0	?	3	1.0	107	7	4	·	-6
> CCCNC(=O)c1ccc(N2CC3CC(C2)c2cccc(=O)n2C3)c(NC(=O)Nc2ccc(CC)cc2)c1 (centres undefined)
 : -3	-0.4	-6	-1	-1.1	94	-5	-6	18	-5
> CCN1CCN(C(=O)c2ccc(CN(c3ccccc3)S(=O)(=O)c3ccccc3)cc2)CC1
 : -4	-0.1	8	-4	3.7	100	-4	27	1	-3
> CCCCNc1c2c(nc3c(-c4ccccc4)c(C)nn13)CCC2
 : -5	0.2	1	-1	-2.3	102	0	1	-20	-6
> Cc1occc(=O)c1OCc1ccc(Cl)cc1Cl
 : 8	0.0	9	1	-1.4	95	1	-4	-12	-5
> CCOC(=O)Nc1ccc2c(c1)N(C(=O)CCN(C)C)c1ccccc1S2
 : 3	-0.1	-1	10	-3.2	100	-9	0	3	-4
> Cc1ccc(S(=O)(=O)N2CCCCC2)cc1NC(=O)c1cccs1
 : -10	0.1	9	2	-2.0	99	1	3	9	-6
> CCCCC(=O)Nc1cccc(NC(=O)c2cccnc2Cl)c1
 : 2	0.0	0	-2	0.2	99	-2	6	7	-2
> CCn1c(SCc2c(F)cccc2Cl)nnc1-c1ccco1
 : 7	0.0	-6	1	1.1	92	-2	4	1	-7
> CC1CN(Cc2ccccn2)CCC1=O (centres undefined)
 : 1	0.1	2	-1	-1.5	105	0	3	10	-4
> COCC(=O)N(C)C[C@@H]1Oc2ncc(Br)cc2C(=O)N([C@@H](C)CO)C[C@H]1C
 : 1	0.2	-1	23	1.2	100	3	2	-3	·
> O=C(NCc1cccnc1)c1cccc(S(=O)(=O)N2CCOCC2)c1
 : 0	0.6	7	4	0.7	93	3	-8	-5	-3
> CC(=O)c1ccc(OCCNS(=O)(=O)c2ccc(-n3cnnn3)c(C)c2)cc1
 : 5	0.6	-9	-9	0.8	111	-2	2	0	-14
> Cn1c(=O)c2[nH]c(Cc3ccsc3)nc2n(C)c1=O
 : 2	0.6	1	6	-0.6	102	2	1	-2	-3
> COCCCNC(=O)C1c2ccccc2Oc2ccccc21
 : 0	-0.1	11	2	-1.6	102	-2	15	27	-21
> COc1cc(O)c2c(=O)c3c(O)ccc(O)c3oc2c1
 : 4	0.5	·	-3	4.0	101	-1	-2	22	·
> CC(C)[C@H](NC(=O)OCc1ccccc1)C(=O)OCC(=O)N1CCN(c2ccccc2)CC1
 : 1	-0.1	-18	-3	-0.9	103	-2	3	-15	-2
> COC(=O)c1ccc(C(=O)OC)c(NC(=S)N2CCOCC2)c1
 : 2	0.0	-3	-9	-2.8	91	0	-2	4	-4
> CC(NC(=O)c1ccccc1OC(F)F)c1ccc(-n2ccnc2)cc1 (centres undefined)
 : -2	0.0	2	2	-1.2	97	1	13	7	-3

The list continues.
The line under a structure holds: HTR2A ag	aDG glyco act	PDI inh	Cardio protect	MC4R barr agon	ABCB6 inh MLPCN	N-glyco inh	MC4R antagonist	Vif imaging	CaV13 ICDI inh
> Cc1cc(C)n2c(SCC(=O)NCc3ccco3)nnc2n1
 : 2	-0.1	-2	-1	0.3	99	-1	-1	5	-4
> COc1ccc([N+](=O)[O-])cc1NC(=O)CSCc1ccccc1C
 : -3	0.1	-3	-6	-0.1	92	-3	-5	-6	-2
> COc1ccc(Cl)cc1N(CC(=O)NCCSc1ccccn1)S(=O)(=O)c1ccccc1
 : -4	0.0	-6	6	-0.2	94	-3	2	1	-7
> CCOC(=O)c1c(-c2ccc(OC)cc2)csc1NC(=O)C1CCCO1 (centres undefined)
 : -2	0.0	-4	0	0.1	93	-4	8	-6	1
> COc1ccc(NC(=O)c2cn(-c3ccccc3)nc2-c2ccncc2)cc1
 : -4	-0.1	-5	9	-2.1	96	-2	2	-2	-4
> Cc1c(NC(=O)COc2cccc3c2OC(C)(C)C3)c(=O)n(-c2ccccc2)n1C
 : 3	-0.2	4	0	-1.1	112	1	11	-4	-4

Assay outcomes: PubChem BioAssay, several laboratories
